High-throughput results (PubChem BioAssay)
ELG1 repair inh – ELG1-dependent DNA repair inhibition; AID 504467; 2.3% of 330,000 active; Potency, µM (top dose mostly 46.1 µM), inactives show at the top dose activity change, negative = inhibition, hits mostly inhibitors; HEK293T ELG1-luciferase reporter, luminescence, 16 h; DNA damage induced by 5-fluorouridine; note: potency is the fitted concentration of half-maximal effect; % is set by controls: 0 for no effect and ±100 for the full control effect; nearly all actives have a fitted effect of over 55% in size
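Luminescence from the luciferase reporter, measured 30 min after ONE-Glo reagent at room temperature, was the read-out. Beforehand, 2,000 cells per well were exposed for 16 hr at 37 °C to 5-fluorouridine together with compound or vehicle.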
Chronic BCR inh – blocks chronic active B-cell receptor signaling. ABC-DLBCL IkBa-CBG/CBR reporter, luminescence ratio, 4 h. Potency, µM (highest dose often 46.1 µM), without a hit: top-dose ratio change, negative = lower green/red ratio, usual class: inhibitors. 0.05% of 340,000 active; active = well fitted inhibition curve with a large enough effect in the signal ratio, with a control signal flat, not every such curve was filed as active; inconclusive = small, poorly fitted or top-dose-only effect, or effect the other way, or a change in a side signal; the % refers to the signal ratio;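 note: potency is the fitted concentration of half-maximal effect; plate controls were basal doxycycline-induced cells for no effect and cells given 10 µM MG132 for full effect; MG132 reads +100%, hits lower the ratio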
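TMD8 human ABC-DLBCL cells with doxycycline-inducible IκBα–green luciferase fusion and unfused red luciferase, in 0.5% FBS medium; compounds up to 46 uM, 4 h at 37C. Green/red luminescence ratio, filter-overlap corrected, fitted to concentration-response curves.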
uPA generation – blocks generation of uPA at the cell surface | 0.31% of 330,000 active | Potency, µM (highest dose often 38.3 µM), inactives show at the highest dose activity change, negative = inhibition, actives largely listed as inhibitors | cell surface uPA generation assay, qHTS; active = well fitted inhibition curve with a large enough effect; inconclusive = small, poorly fitted or top-dose-only effect; inactive = no such curve, though single readings can be large or run the other way; tested in mouse RAW 264.7 cells; note: potency is the fitted concentration of half-maximal effect; % is set by controls: 0 for no effect and ±100 for the full control effect; nearly all actives have a fitted effect of over 55% in size
USP2a inh – USP2a (human) protease inhibition. O75604. USP2 core, Ub-CHOP2 coupled fluorogenic reporter, 485/531. Potency, µM (top dose mostly 38.3 µM), without a hit: top-dose activity change, negative = inhibition, most hits filed as inhibitors. 0.01% of 330,000 active. AID 463254;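 note: potency is the fitted concentration of half-maximal effect; plate controls were DMSO wells for no effect and full inhibition by NEM control for full effect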
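Deubiquitinase activity read as fluorescence (485/531 nm) after Ub-CHOP2 cleavage activates the enterokinase reporter on its substrate; USP2 core 10nM, Ub-CHOP2 and substrate 25nM each, 30min compound preincubation then 60min RT; data normalized to NEM, curves fitted.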
TSHR antagonist – blocks TSH signaling through the human TSH receptor; P16473; TSHR-expressing cells, TSH-stimulated cAMP HTRF, 2 h; hits give low values; activity change, negative = inhibition, % at 11.5 µM; 0.2% of 330,000 active; AID 504810;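 active = activity change below a set negative limit, meaning inhibition stronger than a set level, cut at about -70% in these data; inconclusive = activity change between two set negative limits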; note: % is set by controls: 0 for no effect and ±100 for the full control effect
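Antagonism was scored as loss of TSH-driven cAMP in TSHR cells, stimulated with 4nM TSH (EC80) for 2 hours at 37 deg C and detected by homogeneous HTRF competition immunoassay.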
Mito fusion yeast – inhibitors of mitochondrial division or activators of mitochondrial fusion | S. cerevisiae fusion-defective mutant growth rescue, CellTiterGlo 48 h | 0.23% of 320,000 active | Potency, µM (doses to about 46.1 µM), inactives show at the highest dose growth rescue (activation), most hits filed as activators;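 note: potency is the fitted concentration of half-maximal effect; % of control where 0% means no effect; nearly all actives have a fitted effect of over 45% in size; temperature-sensitive fusion mutants such as fzo1-1 at 37 °C on non-fermentable ethanol glycerol medium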
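S. cerevisiae fusion-defective temperature-sensitive mutants (e.g. fzo1-1, mgm1-5) grown 48 h at 37C in YPEG (ethanol/glycerol non-fermentable) medium with 23 nl compound per well; growth rescue read as CellTiterGlo luminescence.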
Tb PFK block – T. brucei PFK enzyme inhibition; T. brucei PFK, ADP-Glo luminescence; Potency, µM (doses to about 57.5 µM), inactives show at the top dose activity, negative = inhibition, actives largely listed as inhibitors; 0.17% of 330,000 active;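 note: potency is the fitted concentration of half-maximal effect; 0% = uninhibited 1x PFK enzyme wells and -100% = no-enzyme wells; nearly all actives have a fitted effect of over 60% in size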
Target sequence (O15648 whole entry, looked up): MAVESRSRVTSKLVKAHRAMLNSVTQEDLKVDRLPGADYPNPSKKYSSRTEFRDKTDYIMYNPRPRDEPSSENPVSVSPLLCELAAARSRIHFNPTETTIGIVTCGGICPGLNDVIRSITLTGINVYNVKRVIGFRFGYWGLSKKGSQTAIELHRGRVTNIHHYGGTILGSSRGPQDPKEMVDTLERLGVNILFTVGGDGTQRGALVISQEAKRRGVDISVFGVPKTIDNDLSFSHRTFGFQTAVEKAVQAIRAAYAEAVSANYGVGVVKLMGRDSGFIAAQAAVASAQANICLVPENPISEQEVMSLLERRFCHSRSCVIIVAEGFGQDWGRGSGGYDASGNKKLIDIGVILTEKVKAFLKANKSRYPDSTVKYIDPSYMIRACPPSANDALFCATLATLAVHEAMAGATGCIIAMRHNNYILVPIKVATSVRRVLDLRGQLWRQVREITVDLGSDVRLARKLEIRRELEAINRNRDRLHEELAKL
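ADP-Glo luminescence quantified ADP after 45 min at room temperature, with 1.25 nM T. brucei PFK, 0.1 mM ATP and 0.5 mM fructose-6-phosphate in pH 8.0 TEA buffer. qHTS titrations up to 57 µM; curves classified by quality.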
B2AR arrestin – recruits beta-arrestin to the human beta2-adrenergic receptor. 0.02% of 330,000 active. P07550. AID 492947. beta-arrestin recruitment to beta2AR, cell-based reporter. Potency, µM (titrated, usually from 46.1 µM), without a hit: at the top dose activation, actives largely listed as activators;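 note: potency is the fitted concentration of half-maximal effect; 0% = DMSO controls and full agonism = EC100 isoproterenol or metaproterenol; nearly all actives have a fitted effect of over 65% in size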
Target sequence (P07550 whole entry, looked up): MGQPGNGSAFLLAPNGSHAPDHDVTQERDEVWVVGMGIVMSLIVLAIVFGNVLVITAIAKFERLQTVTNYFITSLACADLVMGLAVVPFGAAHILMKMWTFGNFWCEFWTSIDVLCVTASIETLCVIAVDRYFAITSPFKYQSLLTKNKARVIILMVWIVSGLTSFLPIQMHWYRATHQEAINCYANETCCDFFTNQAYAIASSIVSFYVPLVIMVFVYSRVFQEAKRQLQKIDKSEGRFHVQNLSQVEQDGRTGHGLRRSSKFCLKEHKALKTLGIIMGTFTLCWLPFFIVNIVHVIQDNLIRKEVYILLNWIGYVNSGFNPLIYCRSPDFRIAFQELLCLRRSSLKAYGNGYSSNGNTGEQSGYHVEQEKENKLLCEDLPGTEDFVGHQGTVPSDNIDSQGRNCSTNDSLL
Eya2 phos inh – inhibitors of human Eya2 phosphatase activity; O00167; recombinant Eya2, OMFP fluorescence dephosphorylation (OMFP is methylfluorescein phosphate); Potency, µM (series often up to 76.9 µM), without a hit: at the top dose activity, negative = inhibition, usual class: inhibitors; 0.006% of 330,000 active; AID 488837; note: potency is the fitted concentration of half-maximal effect; % is set by controls: 0 for no effect and ±100 for the full control effect
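Eya2 (0.2 uM) preincubated 10 min at ambient with compound, then OMFP substrate added at 50 uM; 10 min reaction in 50 mM HEPES pH 7.5, 50 mM NaCl, 5 uM MgCl2, 0.05% BSA, 1 mM DTT. Fluorescence read at Ex 485/Em 525 nm.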
TCR act – activators of T cell receptors; 330,000 tested, under 10 active; primary human leukocytes, anti-CD3, IL-2 HTRF, 48 h; Potency, µM (series often up to 9.22 µM), for inactives: top-dose activation of IL-2 secretion, actives largely listed as activators; note: % of control where 0% means no effect
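Using a-CD3 beads without co-stimulation, primary human leukocytes were exposed to compounds for 48 hr. An HTRF IL-2 kit measured the cytokine, with europium-to-d2 energy transfer producing emission at 665nm upon 320nm excitation.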
TSG101-PTAP inh – blocks PTAP/TSG101 interaction to inhibit HIV-1 budding. Q99816. Fluorescence polarization, FITC-PTAP peptide / Tsg101 binding. Potency, µM (titrated, usually from 115 µM), for the others: at the top dose activity change, negative = inhibition, hits mostly inhibitors. 340,000 tested, under 10 active; active = well fitted inhibition curve with a large enough effect in the main read-out, with a control signal flat, not every such curve was filed as active; inconclusive = small, poorly fitted or top-dose-only effect, or effect the other way, or a change in a side signal; inactive = no such curve, though single readings can be large or run the other way; note: potency is the fitted concentration of half-maximal effect; % of control where 0% means no effect
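Fluorescence polarization binding of Tsg101 binding domain (10 uM final) to FITC-labeled PTAP peptide (50 nM final) in HEPES pH 7.5 buffer with NaCl, Tween 20, EDTA, TCEP. Compounds added before peptide; binding 20 min at RT.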
* hit, by the source's call; ? = inconclusive; / = not tested or not shown; [ ] = another dose, or the depositor's remark. Unless noted, calls come from the whole dose curve; as a rule, active = well fitted curve in the direction sought with a large enough effect; inconclusive = small, poorly fitted or top-dose-only effect, or another doubt; inactive = no such curve, though single readings can be large; an effect the other way counts as inactive or inconclusive. Hits appear at their usual frequency (roughly 3% active in at least one column).

Structure | uPA generation | B2AR arrestin | TSG101-PTAP inh | Mito fusion yeast | Tb PFK block | ELG1 repair inh | TCR act | Chronic BCR inh | Eya2 phos inh | USP2a inh | TSHR antagonist
CC(NC(=O)c1ccco1)C(=O)OC(C)C(=O)NCc1ccccc1 (configuration not stated) | -8% | -0.2% | 1% | -3% | 0% | 16% | -7% | -8% | -1% | -1% | 0
Cc1ccc2c(c1)CCCN2CC(=O)N(C)c1c(N)n(Cc2ccccc2)c(=O)[nH]c1=O | 0% | -3.4% | 1% | -1% | 0% | 29% | 4% | -2% | 6% | 22% | 8
CCn1c(SCC(=O)N2c3ccccc3CCc3ccccc32)nnc1-c1ccc(OC)cc1 | -3% | 9.3% | -2% | 6% | -4% | ? | -8%[46.1 µM] | -10% | -3% | 1% | -3
COc1ccc2c(c1)C1NC(=S)NC(C)(O2)C1C(=O)Nc1ccccc1C (configuration not stated) | 1% | -0.7% | -2% | -1% | 0% | 3% | -2% | -13% | 14% | 1% | -1
CC(=O)N1CCCc2cc(S(=O)(=O)N3CCCC(C(=O)Nc4cccc(F)c4)C3)ccc21 (configuration not stated) | -4% | 0.4% | -7% | -3% | 2% | -9% | 0% | 7% | 2% | 0% | -8
C[C@H](C(=O)CC(=O)OC(C)(C)C)[C@H](O)c1ccc(C(F)(F)F)cc1 | -8% | -0.6% | -7% | -1% | -1% | 4% | 11% | ? | -17% | -1% | -15
CN(C)S(=O)(=O)c1cccc(NC(=O)COC(=O)c2cccc(S(=O)(=O)N3CCc4ccccc4C3)c2)c1 | 0% | -1.1% | -7% | -2% | 7% | -6% | 2%[46.1 µM] | -2% | 3% | 3% | -18
O=C(O)c1ccc(S(=O)(=O)c2ccc3c(c2)C(=O)N(c2ccccc2[N+](=O)[O-])C3=O)cc1 | -1% | -0.7% | -2% | -1% | 8% | 22% | 6% | 1% | -3% | 1% | -7
C=CCn1c(SCCC#N)nnc1-c1ccncc1 | -5% | 0.3% | -3% | -1% | -11% | 5% | 0% | 7% | 16% | -1% | 15
CCOC(=O)c1cnc(-c2ccccc2)nc1Oc1ccccc1 | 2% | -0.3% | 1% | 6% | -4% | -7% | 0% | 17% | -13% | 6% | -7
COc1ccc(CC(=O)N(C)CC(=O)Nc2ccccc2C(F)(F)F)cc1S(=O)(=O)N1CCOCC1 | 2% | -0.4% | -1% | -3% | -2% | 7% | 3% | -2% | 17% | 2% | 30
CCNC(=O)N(CCOC)CC1CCCN(C2Cc3ccccc3C2)C1 (configuration not stated) | 2% | -0.3% | -3% | -1% | -5% | -26% | -1% | 4% | -6% | 3% | 2
Cc1ccc(-c2cc(C(=O)N/N=C/C=C/c3ccco3)c3ccccc3n2)cc1C | -6% | 0.0% | -1% | 0% | -2% | ? | 2% | -1% | 9% | -6% | -5
Cc1cc(=O)[nH]c(CN2CCOCC2)n1 | -7% | -0.5% | 2% | 1% | -12% | 2% | 3% | 0% | -5% | 0% | 6
CC(C)(C)c1cc(C(=O)Nc2cccnc2)cc(C(=O)Nc2cccnc2)c1 | 13% | 0.3% | 2% | 15% | -2% | ? | -3% | -1% | -5% | 0% | -3
C=CCNC(=O)c1ccccc1NC(=O)COc1ccc(OC)cc1 | -4% | 0.2% | 0% | -7% | 7% | 18% | -3% | ? | 4% | 3% | 13
Cc1ccc(NC(=O)CSc2nnc(CNC(=O)c3ccco3)n2C)cc1C | -17% | -0.9% | -1% | 0% | -2% | 6% | 0% | ? | 9% | -1% | -5
Cn1c(SCC(=O)Nc2ccccc2)nc2c([nH]c3ccccc32)c1=O | -5% | 0.1% | 0% | 5% | -7% | 0% | 2% | ? | 18% | 0% | 4
O=C1c2ccccc2C(=O)N1c1cc([N+](=O)[O-])ccn1 | 0% | -0.6% | 1% | 1% | 6% | 6% | -1% | -14% | 11% | 0% | 8
CC(=O)c1ccc(NS(=O)(=O)c2cc3c(cc2C)N(C(C)=O)CCO3)cc1 | 6% | 0.0% | -8% | -3% | 1% | ? | 4% | -10% | 4% | -1% | 5
Cc1ccc2c(CSc3nnc(C4CC4)n3N)cc(=O)oc2c1C | -2% | 0.4% | -7% | 3% | 0% | 0% | / | -5% | 13% | -1% | -3
Cc1ncc([N+](=O)[O-])n1CC(=O)NCc1ccccc1 | 2% | 0.1% | / | 1% | 0% | 0% | / | 6% | 0% | 3% | -6
Cc1ccc(C)c(NC(=O)C(OC(=O)c2ccc(C)s2)c2ccccc2)c1 (configuration not stated) | 7% | -0.3% | -1% | -2% | -7% | -13% | 4%[46.1 µM] | 16% | -10% | 1% | 12
O=C(NCC1CCCO1)/C(=C/c1ccccc1F)NC(=O)c1ccccc1 (configuration not stated) | 1% | -0.2% | -1% | 1% | 3% | 23% | -3% | -2% | 3% | 0% | 0
CCCCNC(=O)N1CCN(C(=O)c2ccco2)CC1 | 4% | -1.8% | -1% | 8% | -8% | -2% | 6% | 10% | 4% | 0% | 17
O=C(COc1ccc2c(-c3ccccc3)cc(=O)oc2c1)NCc1ccccn1 | 3% | -0.5% | 1% | -2% | 0% | -6% | -2% | -7% | -11% | 1% | -4
Cc1c(NS(=O)(=O)c2ccc3[nH]c(=O)[nH]c3c2)c(=O)n(-c2ccccc2)n1C | 6% | -0.8% | -8% | -4% | -2% | 5% | / | 2% | 5% | 3% | -11
O=C(Nc1ncnc2c1ncn2C1OC(COC(=O)c2ccccc2)C(F)C1O)c1ccccc1 (configuration not stated) | -5% | -0.6% | 0% | -1% | -2% | -10% | -1% | ? | -8% | 3% | -14
CC(C)C(=O)c1cn(CC(=O)NCc2ccco2)c2ccccc12 | 4% | -0.8% | 0% | -1% | -2% | ? | -5%[46.1 µM] | ? | 10% | 3% | -2
COc1cc(/C=N/N2CCN(Cc3ccccc3)CC2)cc(OC)c1OC(C)=O | -2% | 2.5% | -2% | -3% | 1% | 10% | 1% | -1% | -8% | 1% | -14
Cn1ncc([N+](=O)[O-])c1C(=O)N/N=C/c1ccc(F)cc1 | 9% | 3.1% | 0% | -1% | 0% | -1% | 2%[46.1 µM] | -27% | 2% | 3% | 0
CC(Sc1ccc2ccccc2c1)C(=O)NC(N)=O (configuration not stated) | 0% | -0.6% | 1% | 2% | -7% | -5% | 9% | -18% | 5% | 3% | -1
CC(=O)c1ccc(NC(=O)CN2CCCC2)cc1 | -5% | -0.4% | -1% | 4% | 0% | ? | 0% | -1% | -1% | 2% | 1
CCOC(=O)c1[nH]c2ccc(OC)cc2c1NC(=S)N1CCN(c2cccc(Cl)c2)CC1 | -2% | 0.4% | -1% | -4% | -3% | 11% | -4%[46.1 µM] | ? | -10% | -1% | -7
Cc1cccc2sc(N(CCCN3CCOCC3)C(=O)CS(=O)(=O)c3ccc(F)cc3)nc12 | -4% | -0.4% | -3% | 2% | 6% | 5% | 0% | -6% | -11% | -1% | 15
N#CCCn1cc(C(=O)CN2C(=O)NC3(CCCCCC3)C2=O)c2ccccc21 | -4% | -1.3% | -2% | -6% | 0% | 8% | -1% | -11% | 21% | 2% | 8
Cc1ccc(N(CC(=O)NC2CC3CCC2C3)S(C)(=O)=O)cc1C (configuration not stated) | 1% | 0.1% | -5% | -4% | -1% | -4% | -7% | 0% | 4% | -2% | -14
CCCN(C(=O)CSc1nc(C2CC2)n(-c2ccccc2)n1)C1CCS(=O)(=O)C1 (configuration not stated) | -2% | 0.4% | -17% | -5% | -2% | 10% | 0% | -5% | -2% | 0% | -8
COc1ccc(C(=O)N2CCCc3ccccc32)cc1Br | 1% | 0.2% | 3% | -3% | 1% | -1% | / | 0% | -2% | -2% | -13
COC(=O)c1cccc(NC(=O)C23CC4CC(C2)CC(n2cncn2)(C4)C3)c1 | -2% | -0.2% | -5% | -5% | -3% | -12% | 4%[46.1 µM] | 1% | 2% | 1% | 5
CC(C)(C)c1ccc(-c2nnc(SCC(=O)NC3CC3)o2)cc1 | ? | -0.8% | -5% | 17% | -1% | ? | 8% | ? | -16% | -3% | -9
